ALOX12 inh – ALOX12 (human) lipoxygenase inhibition. 1.1% of 580,000 active. AID 1671190. Potency, µM (titrated, usually from 108 µM), without a hit: top-dose activity change, negative = inhibition, hits mostly inhibitors. purified 12hLO, xylenol orange hydroperoxide absorbance; active = well fitted inhibition curve with a large enough effect; inconclusive = small, poorly fitted or top-dose-only effect, or another doubt; inactive = no such curve, though single readings can be large or run the other way; also: potency is read from the fitted curve at half-maximal effect
Target sequence (P18054 whole entry, looked up): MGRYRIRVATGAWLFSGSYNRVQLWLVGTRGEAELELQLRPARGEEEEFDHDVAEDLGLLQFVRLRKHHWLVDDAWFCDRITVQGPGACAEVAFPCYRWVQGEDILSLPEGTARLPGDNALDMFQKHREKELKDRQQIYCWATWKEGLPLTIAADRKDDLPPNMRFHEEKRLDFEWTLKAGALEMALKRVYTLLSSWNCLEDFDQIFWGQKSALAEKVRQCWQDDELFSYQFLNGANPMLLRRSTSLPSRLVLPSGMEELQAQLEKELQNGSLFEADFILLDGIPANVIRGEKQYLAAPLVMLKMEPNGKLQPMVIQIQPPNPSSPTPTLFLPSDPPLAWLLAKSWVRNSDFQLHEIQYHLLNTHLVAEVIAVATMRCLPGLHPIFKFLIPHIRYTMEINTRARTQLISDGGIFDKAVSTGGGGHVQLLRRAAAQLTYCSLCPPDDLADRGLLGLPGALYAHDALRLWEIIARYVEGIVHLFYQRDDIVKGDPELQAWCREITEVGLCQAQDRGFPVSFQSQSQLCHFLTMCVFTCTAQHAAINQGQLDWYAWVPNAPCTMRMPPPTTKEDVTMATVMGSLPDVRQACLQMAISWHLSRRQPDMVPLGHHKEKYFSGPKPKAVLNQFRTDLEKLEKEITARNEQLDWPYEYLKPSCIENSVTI
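Hydroperoxide product was detected by ferrous iron/xylenol orange as the 573 to 405 nm absorbance ratio. Arachidonic acid at 40 uM (final) was turned over for 30 min at room temperature by 150 nM human 12hLO, pH 7.0 Hepes buffer, after 15 min compound preincubation.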
LDHA inh – LDHA (human) enzyme inhibition. activity change, % (values are at about 110 or 230 µM). P00338. purified LDHA, NADH/diaphorase-resazurin fluorescence; active compounds read low. AID 1347041. 0.15% of 480,000 active; in the data active = activity change below about -30%; inconclusive = mostly about -25% to -30%;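 also: plate controls were DMSO wells for no effect and wells without enzyme for full effect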
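Human LDH5 (2 nM) was incubated with 0.06 mM NADH and 0.2 mM pyruvate for 5 min at room temperature in Tris pH 7.4. Remaining NADH was coupled through diaphorase/resazurin, and resorufin fluorescence was read at 0 and 20 min.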
Starred values were filed as active, the others as inactive; ? = inconclusive; [ ] = dose if it differs, or a comment. Unless noted, % is scaled to controls: 0 for no effect and ±100 for the full control effect.

SMILES	ALOX12 inh	LDHA inh
Cc1cc(C)cc(OCCN)c1	32%[activator]	-1
Cc1nn(-c2nc3c(c(=O)n(CCN4CCCCC4)c(=O)n3C)n2C)c(C)c1C	15%	7
CC1=C(C(=O)Nc2ccccc2)C(c2ccccc2F)n2ncc(C(=O)Nc3ccccc3)c2N1 (stereo unspecified)	-22%	-1
CN(C(=O)c1cccc(N)c1)C1CCCCC1	4%	-3
Cc1ccc(OCCSc2nc3ccccc3o2)cc1	-17%	-6
CC(NNC(=O)C(O)(c1ccccc1)c1ccccc1)c1ccccc1 (stereo unspecified)	8%	3
CCC1CCCCN1C(=O)/C=C/c1cnc2ccccc2n1 (stereo unspecified)	-9%	-3
C/C(=N\NC(N)=S)c1ccc(Br)cc1	?	1
Cc1cc(=O)oc2cc(NC(=O)N(C)Cc3ccc(O)cc3)ccc12	-28%	10
Cc1ccc(C(=O)NN=C2CCC(C(C)(C)C)CC2)cc1 (stereo unspecified)	20%	-6
CC(NC(=O)Cn1nc(C(N)=O)c2ccccc2c1=O)c1ccccc1 (stereo unspecified)	35µM*	8
O=c1oc(-c2ccncc2)cc2ccccc12	?	6
CCOc1ccc(NC(=O)Cn2c(-n3nc(C)cc3C)nc(CC)cc2=O)cc1	31%[activator]	-4
COc1cccc(C(=O)Oc2ccc(C3SCCS3)cc2OC)c1	4%	-1
Cc1ccc(OCC(=O)Nc2ccc3c(c2)CCC3)c(C(=O)c2cc(C#N)c(=O)n(C3CC3)c2)c1	2%	4
N#Cc1cccc(CNCc2cc(Br)cs2)c1	?	13
COc1ccccc1C1=NS(=O)(=O)N(C)C(C(=O)N2CCN(C)CC2)=C1	1%	4
Cc1cc2c(cc1C)-n1nnnc1C(N1CCN(CC(=O)NC(C)C)CC1)C(=O)N2 (stereo unspecified)	-13%	4
Cc1nc(/N=C(\N)NC(=O)Cc2ccccc2)nc2ccccc12	46%[activator]	-10
Cc1cccc(C(=O)c2ccc(C(C)(C)C)cc2)c1	27%	0
CCOc1ncccc1C(=O)N(Cc1nnc(-c2ccc(Cl)cc2)o1)C(C)C	13%	1
O=C(CSc1ncnc2ccccc12)Nc1ccccc1C(=O)Nc1ccc(F)cc1	-15%	6
CCOC(=O)C[C@@H]1OC[C@H](C(C)C)N1S(=O)(=O)c1ccc(C)cc1	1%	-2
O=C(O)Cn1cc(C(C(=O)O)N2CCN(c3ccccc3)CC2)c2ccccc21 (stereo unspecified)	?	-3
C[N+]1(C)CCNCC1	27%	4

3 entries out of the list above, arranged by the number in ALOX12 inh, highest first:
SMILES	ALOX12 inh	LDHA inh
CCOc1ncccc1C(=O)N(Cc1nnc(-c2ccc(Cl)cc2)o1)C(C)C	13%	1
Cc1ccc(OCC(=O)Nc2ccc3c(c2)CCC3)c(C(=O)c2cc(C#N)c(=O)n(C3CC3)c2)c1	2%	4
Cc1cc2c(cc1C)-n1nnnc1C(N1CCN(CC(=O)NC(C)C)CC1)C(=O)N2 (stereo unspecified)	-13%	4

A run of entries of the results above, as a working copy:
SMILES	ALOX12 inh	LDHA inh
CN(C(=O)c1cccc(N)c1)C1CCCCC1	4%	-3
Cc1ccc(OCCSc2nc3ccccc3o2)cc1	-17%	-6
CC(NNC(=O)C(O)(c1ccccc1)c1ccccc1)c1ccccc1 (stereo unspecified)	8%	3
CCC1CCCCN1C(=O)/C=C/c1cnc2ccccc2n1 (stereo unspecified)	-9%	-3
C/C(=N\NC(N)=S)c1ccc(Br)cc1	?	1
Cc1cc(=O)oc2cc(NC(=O)N(C)Cc3ccc(O)cc3)ccc12	-28%	10
Cc1ccc(C(=O)NN=C2CCC(C(C)(C)C)CC2)cc1 (stereo unspecified)	20%	-6
CC(NC(=O)Cn1nc(C(N)=O)c2ccccc2c1=O)c1ccccc1 (stereo unspecified)	35µM*	8
O=c1oc(-c2ccncc2)cc2ccccc12	?	6
CCOc1ccc(NC(=O)Cn2c(-n3nc(C)cc3C)nc(CC)cc2=O)cc1	31%[activator]	-4
COc1cccc(C(=O)Oc2ccc(C3SCCS3)cc2OC)c1	4%	-1
Cc1ccc(OCC(=O)Nc2ccc3c(c2)CCC3)c(C(=O)c2cc(C#N)c(=O)n(C3CC3)c2)c1	2%	4
N#Cc1cccc(CNCc2cc(Br)cs2)c1	?	13
COc1ccccc1C1=NS(=O)(=O)N(C)C(C(=O)N2CCN(C)CC2)=C1	1%	4
Cc1cc2c(cc1C)-n1nnnc1C(N1CCN(CC(=O)NC(C)C)CC1)C(=O)N2 (stereo unspecified)	-13%	4
Cc1nc(/N=C(\N)NC(=O)Cc2ccccc2)nc2ccccc12	46%[activator]	-10
Cc1cccc(C(=O)c2ccc(C(C)(C)C)cc2)c1	27%	0
CCOc1ncccc1C(=O)N(Cc1nnc(-c2ccc(Cl)cc2)o1)C(C)C	13%	1
O=C(CSc1ncnc2ccccc12)Nc1ccccc1C(=O)Nc1ccc(F)cc1	-15%	6
CCOC(=O)C[C@@H]1OC[C@H](C(C)C)N1S(=O)(=O)c1ccc(C)cc1	1%	-2
O=C(O)Cn1cc(C(C(=O)O)N2CCN(c3ccccc3)CC2)c2ccccc21 (stereo unspecified)	?	-3
C[N+]1(C)CCNCC1	27%	4

(next part)
SMILES	ALOX12 inh	LDHA inh
COc1ccc(-c2ocnc2C(=O)NCc2cc(OC)c(OC)c(OC)c2)cc1	10%	8
COC1=CC(=O)OC(c2cccc([N+](=O)[O-])c2)C1 (stereo unspecified)	0%	-2
CCC(=O)[C@@H](C)[C@@H](OC(C)=O)[C@H](C)C[C@@H](C)[C@H]1OC(=O)C[C@@]2(O)CC=C(C)C(O2)C(C)=CCCC[C@H](O[C@H]2C[C@@H](OC(N)=O)[C@H](OC(C)=O)[C@@H](C)O2)C=C[C@H](C)C[C@H]1C	0%	-3
O=C(NCC1CCN(C2CC2)C1)Nc1ccc(Cl)cc1 (stereo unspecified)	5%	12
Cc1ccc(-c2ocnc2C(=O)Nc2ccc(C)c(Cl)c2)o1	-29%	1
Cc1cc(C)c(NC(=O)c2nn(C)c(=O)c3ccccc23)c(Cl)c1	3%	0
COc1cc(C(=O)Nc2ccc3oc(C)nc3c2)cc(OC)c1OC	-2%	13
O=C(O)CC1(CNS(=O)(=O)c2ccc(Cl)cc2)CCCCC1	0%	-9
CC(C)c1ccc(-c2cc(C(=O)O)c3ccccc3n2)cc1	?	2
CCOC(=O)c1c(C)n(CC)c2ccc(OC(=O)c3ccccc3C)cc12	?	5
CCCNc1c(NC(=O)Nc2ccc(C)c(F)c2)c(=O)oc2ccccc12	?	-5
O=C(NC1CCCC1)C1CC=CCC1c1nc2ccccc2s1 (stereo unspecified)	-8%	4
COc1ccc(Oc2coc3cc(OCc4ccc([N+](=O)[O-])cc4)ccc3c2=O)cc1	32%[activator]	-2
Cc1nc2cc(F)ccc2cc1C(=O)NC1CCC(C)CC1 (stereo unspecified)	?	4
CC(=O)C(Cc1ccc(Br)cc1)C(=O)c1ccccc1 (stereo unspecified)	-24%	-2
CC(C)CC(CNC(=O)c1nn(-c2ccccc2)c(=O)c2ccccc12)N1CCOCC1 (stereo unspecified)	25%	2
CC(=O)c1ccccc1OCCOC(=O)c1ccc2c(c1)NC(=O)CS2	14%	-10
COc1cc(NC(=O)CCn2cnc3onc(-c4ccccc4Cl)c3c2=O)cc(OC)c1	-6%	30
CC(OC(=O)CC12CC3CC(CC(C3)C1)C2)C(N)=O (stereo unspecified)	-72%	11
COc1ccc(Nc2cc(C(=O)NCC(OC)OC)c3ccccc3n2)cc1OC	-19%	-4
Fc1ccccc1-c1nnc(SCc2coc(-c3cccs3)n2)n1C1CC1	?	8
CC(=O)Nc1ccc(CNC(=O)C2CCCC2)cc1	0%	2
CCn1c(SCc2nc(-c3cccc(C)c3)oc2C)nc2c(=O)[nH]cnc21	-23%	14
CC(C)CCn1c(N2CCN(Cc3ccccc3Cl)CC2)nc2c1c(=O)[nH]c(=O)n2C	-3%	-21
O=C(CCc1ncc(-c2ccccc2F)o1)Nc1cccc(C(=O)NC2CC2)c1	39%[activator]	11

The list goes on.
SMILES	ALOX12 inh	LDHA inh
CCCCNC(=O)c1ccc(NC(=O)Nc2ccccc2)cc1	?	3
O=CN1CCN(C(=O)Cn2ccc3cc(OCc4ccccc4)ccc32)CC1	11%	12
Cc1ccc(N/N=C/c2ccc(C#N)cc2)cc1	?	5
CCCCN(C)C(=O)C1CCN(CC(C)c2ccccc2)CC1 (stereo unspecified)	1µM*	1
CCC(C)NC(=O)CN1C(=O)N(c2cccc(SC)c2)S(=O)(=O)c2ccccc21 (stereo unspecified)	-25%	5
Cc1cc(C)nc(NC(c2cccs2)c2cc(C)sc2NC(=O)c2ccccc2)n1 (stereo unspecified)	?	10
O=C(Nc1ccnn1C1CCCCC1)C1(c2ccccc2)CC1	-2%	12
COc1ccc(C(=O)N2CCN(c3nc4nc(C)ccc4o3)CC2)cc1	1%	-3
Cc1ccc(S(=O)(=O)N2CCCCC2C(=O)N2CCCCCC2)cc1 (stereo unspecified)	?	-5
COc1ccc(-c2c(C)c3cc(OC(C)=O)ccc3oc2=O)cc1	-42%	3
CCCCCCc1ccc(-c2ccc(CC)cc2)nc1	7%	8
Cc1ccc(/C=C/C(=O)OC(C)C(=O)c2ccc(C)c(C)c2)o1 (stereo unspecified)	6.3µM*	0
CN(C(=O)c1cc2ccccc2o1)C(c1cccc(F)c1)c1ccccn1 (stereo unspecified)	?	3
Cc1cn2c(=O)cc(CSc3ccccc3)nc2s1	-31%	0
O=C(Cn1c(=O)c(S(=O)(=O)c2ccccc2)cc2ccccc21)N1CCCC1	?	9
CCOc1ccc(/C=C2/Cc3c(O)cccc3C2=O)cc1	37%	6
CCCCC[C@H](C)N1C[C@H](COCc2ccccc2)Oc2cc(N3CCC[C@@H]3CO)ccc2S1(=O)=O	?	-5
COc1ccc(/C=C/C(=O)Oc2ccc3ccccc3c2)cc1	-6%	13
CC[N+](C)(CC#CC(O)(c1ccccc1)C1CCCC1)C(C)C (stereo unspecified)	?	-13
CC(C)NC[C@@H](O)c1ccc(NS(C)(=O)=O)cc1	14%	2
O=C(O)c1ccccc1-c1ccccc1	7%	-1
COc1ccc2c(CN3CCC(C)CC3)cc(=O)oc2c1	-24%	-5
O=C(O)C(=O)N1CCOCC1	?	9
CCCCNC(=O)CCC(=O)NCc1ccc(F)cc1	?	-3
CC1CCCCC1NC(=S)NCC(C)(C)N1CCOCC1 (stereo unspecified)	-12%	-3

(further entries)
SMILES	ALOX12 inh	LDHA inh
Fc1ccc(CSc2nnc(-c3c[nH]c4ccccc34)n2C2CC2)c(Cl)c1	-24%	-2
COc1ccc(CN(C(=O)CSc2nc3ccc(OC)cc3[nH]2)C2CC2)cc1	11%	10
CCOc1ccc(NC(=O)c2ccc(Cl)c(-n3c(C)nc4cccnc43)c2)cc1	-8%	-4
O=C(COC(=O)c1c[nH]c2ccccc12)NC(c1ccccc1)c1ccccc1	?	-3
COc1ccc(NC(=O)c2ccccc2)c2cccnc12	78%[activator]	12
Cc1oc(-c2cccs2)nc1CC(=O)Nc1ccccc1OCC(F)(F)F	?	4
Cc1cccc(NC(=S)NCC2(C)CCCC3(C)c4ccc(C(C)C)cc4CCC23)c1 (stereo unspecified)	16µM*	10
O=C(NCc1ccccc1)C(c1ccc(-c2ccccc2)cc1)N1CCN(CCN2CCOCC2)CC1 (stereo unspecified)	-34%	-10
Cc1cc(NC(=O)COC(=O)C2(c3ccc(Cl)cc3)CCC2)no1	10%	9
CCC(CC)C(C(=O)NCc1ccccc1)N1CCN(C(=O)C2CCCO2)CC1 (stereo unspecified)	-5%	-3
Cc1ccc2c(c1)cc(C(=O)N1CCN(C)CC1)n2C	3%	7
N#Cc1ccc(S(=O)(=O)N2CCN(C(=O)c3cnn(Cc4ccccc4Cl)c3)CC2)cc1	?	3
Fc1cccc(Cl)c1CSc1nnc(-c2c[nH]c3ccccc23)n1C1CC1	?	6
Cc1[nH]c(=O)[nH]c(=O)c1S(=O)(=O)Nc1ccccc1Cl	25%	-3
Cc1occc1-c1nnc(SCc2cc(Cl)c3c(c2)OCCO3)o1	-9%	2
O=C(c1ccccc1)c1ccc(OC(=O)c2cccs2)cc1	-2%	0
CC(C)Oc1nnc(SCC(=O)Nc2ccccc2Cl)s1	-33%	-6
CC(NC(=O)COc1ccc2c(=O)c(Oc3ccc(F)cc3)coc2c1)c1ccccc1 (stereo unspecified)	-19%	22
O=C(COc1ncnc2ccc(Br)cc12)Nc1ccc(F)c(F)c1	12%	-1
CCCCCCNC(=S)Nc1ccccc1	?	5
COc1ccc(-c2cn3nc(N4CCCC(C(=O)NCc5ccccn5)C4)sc3n2)cc1 (stereo unspecified)	17%	-7
Cc1cccc(C)c1NC(=O)CSc1ncc(-c2ccc(F)cc2)o1	-9%	-9
CN(C)C(CNC(=S)NC(C)(C)CC(C)(C)C)c1ccccc1 (stereo unspecified)	8%	-1
COC(=O)c1cccc(OS(=O)(=O)c2ccc3oc(=O)ccc3c2)c1	31%	5
COc1ccc(-c2nc3cc(NC(=O)CCc4ccccc4)ccc3o2)cc1	17%	7

Next part
SMILES	ALOX12 inh	LDHA inh
COC(=O)c1ccc(C)c(NC(=O)c2csc(COc3ccc(C)cc3)n2)c1	-13%	6
C=C(C)CN(CC)C(=O)CCc1ccco1	-5%	-1
O=C(O)c1cc(S(=O)(=O)Nc2ccccc2C(=O)NC2CC2)ccc1F	-2%	5
CC1CCCC(NC(=O)c2cncc(Br)c2)C1 (stereo unspecified)	-35%	13
COc1cc(/C=C(\C#N)C(N)=C(C#N)C#N)cc(Cl)c1O	?	22
CC1CCCN(c2nc(-c3ccccn3)nc3ccccc23)C1 (stereo unspecified)	-1%	-1

These rows are one share of the data, so the mix of outcomes need not match the whole.
